UBC13 inh: UBC13 polyubiquitin chain formation inhibitors, primary screen, biochemical, TR-FRET, uHTS. Ubiquitin-conjugating enzyme E2 N (Homo sapiens), P61088. inhibition, % at 20 µM. hit rate 0.47% among 330,000. AID 485273, 2010; in the data active means inhibition above about 45%, passing the limit was not always enough
Target sequence (P61088 whole entry, looked up): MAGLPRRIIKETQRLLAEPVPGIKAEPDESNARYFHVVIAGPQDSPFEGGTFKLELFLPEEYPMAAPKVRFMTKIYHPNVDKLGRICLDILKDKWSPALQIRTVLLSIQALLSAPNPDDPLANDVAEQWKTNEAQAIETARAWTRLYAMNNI
Jurkat NFkB inh: inhibitors of induced NF-kB luciferase reporter, primary screen, TCR NF-kB activation inhibitor project, cell-based, luminescence, uHTS | Jurkat, PMA/ionomycin-induced NF-kB luciferase reporter | inhibition, % at 4 µM | hit rate 0.53% among 330,000 | AID 435003, 2010
Apaf1 inhib: inhibitors of human Apaf-1 apoptosome, primary screen, biochemical, DEVD-Rh110 fluorescence, uHTS; Apoptotic protease-activating factor 1 (Homo sapiens), O14727; reconstituted apoptosome caspase-3 activity; inhibition, % at 20 µM; hit rate 0.71% among 330,000; AID 489030, 2010; active means inhibition of at least 40% at 20 µM;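 further: plate controls were DMSO wells for no effect and DEVD-CHO caspase inhibitor wells for full effect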
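Assay system: Apoptosome proteins | Medium: pH 7.5 Hepes buffer with CHAPS, BSA, DTT | Also added: Cytochrome c and DEVD-Rh110 substrate | Times: 30 min plus 50 min, RT | Detection: Rhodamine 110 fluorescence at Ex 480/Em 540 nm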
Gli-Sufu antag: Gli-Sufu pathway antagonists, primary screen, luciferase luminescence, Sufu-KO-LIGHT cells, uHTS; hit rate 0.74% among 340,000; Sufu-KO-LIGHT fibroblasts, Gli luciferase reporter luminescence; AID 588413, 2011; inhibition, % at 5 µM;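 active means inhibition above about 55%, limit read from the data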;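 further: 0% = DMSO-treated cells and 100% = wells with medium but no cells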
697 NFkB inh: inhibitors of PMA/ionomycin-induced NF-kB reporter, 697 cells, primary screen, B-cell NF-kB inhibitor project, cell-based, luminescence, uHTS; 697 B-cell NF-kB luciferase reporter, 16 h; inhibition, % at 4 µM; hit rate 0.33% among 330,000; in the data active means inhibition above about 35%
SENP7 block: SENP7 protease inhibitors, primary screen, biochemical, luminescence, uHTS; Sentrin-specific protease 7 (Homo sapiens), Q9BQF6; recombinant SENP7, Z-RLRGG-aminoluciferin luminescence, 40 min; inhibition, % at 5 µM; hit rate 1.5% among 330,000;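 active means inhibition above about 50% at the single test dose, limit read from the data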;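 further: plate controls were DMSO with enzyme for no effect and no enzyme buffer wells for full effect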
HKDC1 inh: HKDC1 hexokinase inhibitors, primary screen, biochemical, fluorescence, uHTS. recombinant HKDC1, G6PDH/diaphorase resazurin coupled fluorescence. Q2TB90. inhibition, % at 20 µM. hit rate 0.16% among 340,000;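 active means inhibition above about 35% when tested at 20 µM, limit read from the data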;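 further: plate controls were DMSO wells with enzyme for no effect and DMSO wells lacking enzyme for full effect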
Target sequence (Q2TB90 whole entry, looked up): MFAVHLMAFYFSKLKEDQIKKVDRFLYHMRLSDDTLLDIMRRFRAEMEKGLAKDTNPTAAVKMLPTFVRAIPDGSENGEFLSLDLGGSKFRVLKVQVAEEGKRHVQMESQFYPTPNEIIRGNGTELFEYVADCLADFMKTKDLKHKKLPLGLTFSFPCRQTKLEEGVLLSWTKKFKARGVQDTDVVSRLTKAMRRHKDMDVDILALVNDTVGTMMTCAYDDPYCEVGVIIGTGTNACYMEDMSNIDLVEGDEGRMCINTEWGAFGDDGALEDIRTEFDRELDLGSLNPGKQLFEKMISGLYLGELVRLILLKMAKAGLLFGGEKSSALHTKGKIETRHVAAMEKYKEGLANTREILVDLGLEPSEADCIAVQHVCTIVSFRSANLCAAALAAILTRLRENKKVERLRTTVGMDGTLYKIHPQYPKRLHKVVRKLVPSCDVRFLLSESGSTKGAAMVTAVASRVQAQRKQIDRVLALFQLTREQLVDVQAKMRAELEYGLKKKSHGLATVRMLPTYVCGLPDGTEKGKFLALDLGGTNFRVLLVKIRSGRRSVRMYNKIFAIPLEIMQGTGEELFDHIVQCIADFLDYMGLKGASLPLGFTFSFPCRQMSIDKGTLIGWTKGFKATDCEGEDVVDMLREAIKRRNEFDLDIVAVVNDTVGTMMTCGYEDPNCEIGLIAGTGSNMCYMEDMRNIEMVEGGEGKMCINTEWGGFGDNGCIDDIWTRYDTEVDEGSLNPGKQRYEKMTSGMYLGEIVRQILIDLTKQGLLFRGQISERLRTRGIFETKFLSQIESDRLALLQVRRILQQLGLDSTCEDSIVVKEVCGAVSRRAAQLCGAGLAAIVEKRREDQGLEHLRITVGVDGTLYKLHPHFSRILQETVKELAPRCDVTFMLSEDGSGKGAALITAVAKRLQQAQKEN
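Assay system – recombinant HKDC1 (HK5) hexokinase enzyme, produced in-house · Input – HKDC1 at 5 µg/mL · Reagent – glucose plus 1 mM ATP as hexokinase substrates · Timing – 90 min reaction incubation at room temperature, dark · Measured by – G6PDH/diaphorase-coupled fluorescence, 1 mM NADP, 100 µM resazurin, 525/613 nm · Benchmarks – DMSO-enzyme wells negative, buffer-substituted wells positive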
SENP8 inh: SENP8 protease inhibitors, primary screen, biochemical, luminescence. purified SENP8, Z-RLRGG-aminoluciferin cleavage. inhibition, % at 10 µM. hit rate 1.2% among 330,000. Sentrin-specific protease 8 (Homo sapiens), Q96LD8
An asterisk follows results filed as active; / = no result given. Unless noted, no stated cut-off is given here; in the data, active means inhibition above about 50%; inactive means the rest. The order is random. Share with any hit: about 3.6%.

The first 8 entries (preview)
no.	molecule	UBC13 inh	Jurkat NFkB inh	Apaf1 inhib	Gli-Sufu antag
1	Cc1cccc(C(=O)Nc2cccc(C(=O)N/N=C/c3cccc(C)n3)c2)c1	-9	17	7	-13
2	O=C1C(=O)N(CC2CCCO2)C(c2ccccc2[N+](=O)[O-])/C1=C(/O)c1ccccc1 (stereo not given)	-20	-30	23	-17
3	CN1C(=O)CC(P(=O)(c2ccccc2)c2ccccc2)N(C)C1=O (stereo not given)	-5	3	-2	-6
4	Cc1ccc(C)c(S(=O)(=O)N2CCN(CC(=O)N3CCc4ccccc4C3)CC2)c1	-3	7	7	-6
5	O=C1Nc2ccccc2C(O)(C(=O)NCc2ccc3c(c2)OCO3)N1c1ccc(Cl)c(Cl)c1 (stereo not given)	-5	5	18	-4
6	CSc1nsc(SC)c1C(=O)N1CCN(S(=O)(=O)c2ccc(C)cc2)C1C (stereo not given)	-1	5	3	1
7	O=C(O)CC1(CC(=O)NCc2ccc(-c3cccs3)cc2)CCCCC1	-21	0	-2	0
8	Cc1[nH]c(=O)[nH]c(=O)c1Sc1ccccc1[N+](=O)[O-]	-1	4	3	12

no.	697 NFkB inh	SENP7 block	HKDC1 inh	SENP8 inh
1	9	-1	0	1
2	-38	-3	3	6
3	-31	2	-4	-2
4	1	1	-3	-3
5	6	-4	-5	-12
6	18	2	-5	1
7	-5	-6	-3	-8
8	15	1	2	8

Main list, from the first entry:
no.	molecule	UBC13 inh	Jurkat NFkB inh	Apaf1 inhib	Gli-Sufu antag
1	Cc1cccc(C(=O)Nc2cccc(C(=O)N/N=C/c3cccc(C)n3)c2)c1	-9	17	7	-13
2	O=C1C(=O)N(CC2CCCO2)C(c2ccccc2[N+](=O)[O-])/C1=C(/O)c1ccccc1 (stereo not given)	-20	-30	23	-17
3	CN1C(=O)CC(P(=O)(c2ccccc2)c2ccccc2)N(C)C1=O (stereo not given)	-5	3	-2	-6
4	Cc1ccc(C)c(S(=O)(=O)N2CCN(CC(=O)N3CCc4ccccc4C3)CC2)c1	-3	7	7	-6
5	O=C1Nc2ccccc2C(O)(C(=O)NCc2ccc3c(c2)OCO3)N1c1ccc(Cl)c(Cl)c1 (stereo not given)	-5	5	18	-4
6	CSc1nsc(SC)c1C(=O)N1CCN(S(=O)(=O)c2ccc(C)cc2)C1C (stereo not given)	-1	5	3	1
7	O=C(O)CC1(CC(=O)NCc2ccc(-c3cccs3)cc2)CCCCC1	-21	0	-2	0
8	Cc1[nH]c(=O)[nH]c(=O)c1Sc1ccccc1[N+](=O)[O-]	-1	4	3	12
9	Cc1nn(Cc2ccc(F)cc2)c2sc(C(=O)Nc3nccs3)cc12	3	3	2	0
10	CCn1cc(C(=O)NCCC(C)C)c(=O)c2cc(F)c(N3CCN(C(=O)c4ccco4)CC3)cc21	14	-18	33	22
11	Cc1ccccc1N1CCN(C2CCCN(C(=O)CCN3CCCO3)C2)CC1 (stereo not given)	4	-8	8	10
12	Oc1ccc(C[C@H]2CNC(=S)N2CCc2cc(C(F)(F)F)cc(C(F)(F)F)c2)cc1	13	-2	7	-1
13	CCc1ccc(NC(=O)CCS(=O)(=O)c2ccc3c(c2)CCN3C(C)=O)cc1	-2	3	-1	-8
14	Cc1ccc(NC(=O)C(=O)NNC(=O)c2cccs2)cc1	-5	-6	-3	-2
15	O=C(NC(NC(=S)Nc1ccccc1C(=O)O)C(Cl)(Cl)Cl)c1ccccc1 (stereo not given)	9	-6	-8	-5

no.	697 NFkB inh	SENP7 block	HKDC1 inh	SENP8 inh
1	9	-1	0	1
2	-38	-3	3	6
3	-31	2	-4	-2
4	1	1	-3	-3
5	6	-4	-5	-12
6	18	2	-5	1
7	-5	-6	-3	-8
8	15	1	2	8
9	4	10	12	-2
10	-29	13	18	-2
11	0	6	4	1
12	-7	3	6	-10
13	3	3	-1	-1
14	13	41	0	55*
15	-1	5	7	2

Next compounds follow:
no.	molecule	UBC13 inh	Jurkat NFkB inh	Apaf1 inhib	Gli-Sufu antag
16	CCOc1ccc(CN2C(=O)c3ccccc3C2C(=O)NCc2cccnc2)cc1 (stereo not given)	7	16	-5	-3
17	O=S(=O)(N/N=C/c1ccccc1F)c1ccccc1	-2	1	-5	2
18	Cc1ccc(Nc2nc(N/N=C\c3ccc4c(c3)OCO4)nc(N3CCOCC3)n2)cc1	-8	-28	-3	56*
19	Cc1cc(C)c(C(=O)O)c(CC(C)(C)C(=O)O)c1	-2	7	7	0
20	COc1ccc(NC(=O)C(NC(=O)c2ccc(=O)[nH]c2)c2ccc(C)cc2)cc1 (stereo not given)	-1	-6	3	-1
21	COc1ccc(C2CC(=O)c3c(C)nc(N4CCN(Cc5ccccc5)CC4)nc3C2)cc1OC (stereo not given)	-15	-10	25	18
22	Cn1cc(C(=O)NCC(=O)Nc2ccccc2Br)cn1	-6	1	9	-6
23	Cc1ccc(-c2noc(CCCN3C(=O)c4ccccc4C3=O)n2)cc1	-1	1	4	-16
24	CCC(CC)C(=O)Nc1cccc(C(=O)Nc2nnc(C)s2)c1	-9	-9	8	0
25	Fc1ccc(NC(=S)N2CCc3ccccc32)cc1	-7	-14	7	-4
26	COc1ccc([C@@H]2CC=C(C(=O)O)CN2S(=O)(=O)c2ccc(C)cc2)cc1OC	-12	-8	-2	-1
27	COc1ccc(NC(=S)NNC(=S)Nc2cccc(C(F)(F)F)c2)cc1	-14	-15	2	-1
28	CC1CN(C2=N/C(=C/c3ccc4c(c3)OCO4)C(=O)N2)CC(C)O1 (stereo not given)	1	9	-8	16
29	O=C1CC2(CCN(C(=O)c3ccc(Cl)cc3)CC2)Oc2ccccc21	2	6	9	5
30	COc1nc(OCCNS(=O)(=O)c2ccc(C)cc2)nc(N(C)C)n1	-14	-2	2	1

no.	697 NFkB inh	SENP7 block	HKDC1 inh	SENP8 inh
16	2	2	-6	0
17	-12	4	-10	9
18	56*	2	16	1
19	-5	-8	-2	-6
20	6	8	-6	-3
21	-47	-2	6	-8
22	-9	-7	-9	-17
23	22	4	-2	4
24	14	5	-8	-2
25	-41	-9	-3	-2
26	8	5	-2	-10
27	-2	1	-9	-14
28	18	-5	0	9
29	-14	0	-4	6
30	19	5	-1	4

(further entries)
no.	molecule	UBC13 inh	Jurkat NFkB inh	Apaf1 inhib	Gli-Sufu antag
31	COC(=O)c1[nH]c2ccc(Br)cc2c1NC(=O)CN1CCCCC1CCO (stereo not given)	-13	-4	-5	0
32	Cc1ccc(C(=O)Nc2cccc(NC(=O)c3ccc(C)cc3)n2)cc1	2	-13	2	-27
33	Cc1ccc(C(=O)N2CCN(C(=O)c3ccccc3)C2c2ccc(N(C)C)cc2)cc1 (stereo not given)	3	-2	9	4
34	Cc1ccn2c(C(=O)NN=C3CCCCCCC3)c(C)nc2c1	-2	1	-2	4
35	COc1ccccc1N1CCN(C(=S)Nc2ccc(S(=O)(=O)N3CCOCC3)cc2)CC1	6	11	10	19
36	COC(=O)C1C2CCC(C2)C1C(=O)OCC(=O)c1ccccc1 (stereo not given)	-10	-10	15	-4
37	COc1ccc(S(=O)(=O)N2CCOCC2)cc1C(C)C	0	10	-14	7
38	Cc1ccnc(NC(=O)C(C)N2C(=O)c3ccccc3S2(=O)=O)c1 (stereo not given)	1	-4	3	-9
39	COC(=O)[C@]1(Cc2ccccc2)N[C@H](CN(C)C(=O)Nc2ccccc2)[C@@H]2C(=O)N(C)C(=O)[C@@H]21	2	-1	-6	-4
40	CCCC1CC(C#N)N(N(C)C)C1=C(C#N)C#N (stereo not given)	4	-1	11	5
41	Cn1c(=O)n(Cc2ccccc2Cl)c(=O)c2c1[nH]c(=S)n2C	6	6	8	1
42	Cc1noc(C)c1CN1C(=O)c2ccc([N+](=O)[O-])cc2C1=O	-7	12	2	-14
43	Cc1csc2cc(-c3cccc([N+](=O)[O-])c3)c(-c3cccc([N+](=O)[O-])c3)c[n+]12	-10	12	4	17
44	COC(=O)[C@H]1C[C@@H]1[C@H](NC(=O)[C@H]1C[C@@H]1[C@H](NC(=O)OCc1ccccc1)c1ccccc1)c1ccccc1	1	1	27	-1
45	COc1ccc(Cn2c(=O)[nH]c3cc(C(=O)N4CCN(c5ccccc5)CC4)ccc3c2=O)cc1	3	2	13	21

no.	697 NFkB inh	SENP7 block	HKDC1 inh	SENP8 inh
31	7	6	0	-2
32	-32	2	1	-1
33	3	-6	-3	2
34	1	1	-4	1
35	-17	-4	-6	0
36	-6	0	-7	4
37	20	1	-9	8
38	-5	-7	-1	1
39	5	-1	-9	6
40	-5	5	-5	4
41	0	7	-5	4
42	18	5	1	3
43	10	0	-14	-13
44	4	6	4	2
45	-6	8	-8	7

Later entries:
no.	molecule	UBC13 inh	Jurkat NFkB inh	Apaf1 inhib	Gli-Sufu antag
46	Cc1nc(S/C(=C/c2ccc(OCc3ccc(C(=O)O)cc3)cc2)C(=O)O)n[nH]1	-18	6	5	-2
47	COc1ccc(-c2ccc(NCCN3CCOCC3)nn2)cc1OC	-6	-6	0	4
48	Fc1cc(Br)ccc1NC(=S)NCCc1ccccc1	0	-17	-4	-30
49	COc1ccc(S(=O)(=O)N2CCN(CC(O)COc3ccc(CC#N)cc3)CC2)cc1OC (stereo not given)	1	4	-2	-1
50	CCN1CCN(c2cc(C)c3cc(NC(=S)N4CCCCC4)ccc3n2)CC1	1	-46	6	-5
51	COc1cc(C)c(S(=O)(=O)n2c([N+](=O)[O-])cnc2C)cc1C	-6	-13	-5	20
52	Cc1cc(C)nc(SCC(=O)n2c3c(c4ccccc42)CCCC3)n1	11	-3	-3	1
53	COc1ccc(NC(=O)CN(C)C(=O)/C=C/c2cn(-c3ccccc3)nc2-c2cccs2)cc1	12	5	35	4
54	O=C1CCCN1c1ccc(CNS(=O)(=O)c2ccc(F)cc2)cc1	2	-7	-3	0
55	CC(=O)Nc1ccc(OS(=O)(=O)c2ccc(C(C)(C)C)cc2)cc1	8	-1	10	/
56	COC(=O)c1nc2nc(-c3cccs3)cc(C(F)(F)F)n2n1	1	-9	1	12
57	CCOC(=O)c1cc(CC)sc1NC(=O)CN1CCN(C(=O)c2ccco2)CC1	-10	4	15	9
58	COc1ccc(NC(=O)CNCCC2=CCCCC2)cc1	6	1	-8	2
59	CCCc1c(C)nn(-c2ncccc2[N+](=O)[O-])c1C	-5	-10	2	-5

no.	697 NFkB inh	SENP7 block	HKDC1 inh	SENP8 inh
46	3	-19	11	-6
47	-1	7	-5	-8
48	-51	-14	-4	0
49	-1	-8	-1	-11
50	-36	0	0	-9
51	-15	1	-6	-2
52	0	2	-4	1
53	11	-2	1	2
54	-26	-11	6	-10
55	-4	-2	/	1
56	5	-8	5	-11
57	-14	-5	3	-1
58	-11	-11	-7	-4
59	6	-4	-2	1

Source: PubChem (Sanford-Burnham Center for Chemical Genomics)
